Dicer processing = inhibitors of Dicer pre-microRNA processing, primary screen, biochemical, cat-ELCCA, chemiluminescence; hit rate 6% among 47,000; z-score at 25 µM; AID 1347074, 2019; cat-ELCCA pre-miR-21 Dicer processing; stronger effect = higher value; in the data active means z-score above about 3, passing the limit was not always enough;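 further: plate controls were vehicle for no effect and no enzyme for full effect; higher signal means more uncleaved substrate so more Dicer inhibition; strong numbers were not always called active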
Target sequence (Q9UPY3 whole entry, looked up): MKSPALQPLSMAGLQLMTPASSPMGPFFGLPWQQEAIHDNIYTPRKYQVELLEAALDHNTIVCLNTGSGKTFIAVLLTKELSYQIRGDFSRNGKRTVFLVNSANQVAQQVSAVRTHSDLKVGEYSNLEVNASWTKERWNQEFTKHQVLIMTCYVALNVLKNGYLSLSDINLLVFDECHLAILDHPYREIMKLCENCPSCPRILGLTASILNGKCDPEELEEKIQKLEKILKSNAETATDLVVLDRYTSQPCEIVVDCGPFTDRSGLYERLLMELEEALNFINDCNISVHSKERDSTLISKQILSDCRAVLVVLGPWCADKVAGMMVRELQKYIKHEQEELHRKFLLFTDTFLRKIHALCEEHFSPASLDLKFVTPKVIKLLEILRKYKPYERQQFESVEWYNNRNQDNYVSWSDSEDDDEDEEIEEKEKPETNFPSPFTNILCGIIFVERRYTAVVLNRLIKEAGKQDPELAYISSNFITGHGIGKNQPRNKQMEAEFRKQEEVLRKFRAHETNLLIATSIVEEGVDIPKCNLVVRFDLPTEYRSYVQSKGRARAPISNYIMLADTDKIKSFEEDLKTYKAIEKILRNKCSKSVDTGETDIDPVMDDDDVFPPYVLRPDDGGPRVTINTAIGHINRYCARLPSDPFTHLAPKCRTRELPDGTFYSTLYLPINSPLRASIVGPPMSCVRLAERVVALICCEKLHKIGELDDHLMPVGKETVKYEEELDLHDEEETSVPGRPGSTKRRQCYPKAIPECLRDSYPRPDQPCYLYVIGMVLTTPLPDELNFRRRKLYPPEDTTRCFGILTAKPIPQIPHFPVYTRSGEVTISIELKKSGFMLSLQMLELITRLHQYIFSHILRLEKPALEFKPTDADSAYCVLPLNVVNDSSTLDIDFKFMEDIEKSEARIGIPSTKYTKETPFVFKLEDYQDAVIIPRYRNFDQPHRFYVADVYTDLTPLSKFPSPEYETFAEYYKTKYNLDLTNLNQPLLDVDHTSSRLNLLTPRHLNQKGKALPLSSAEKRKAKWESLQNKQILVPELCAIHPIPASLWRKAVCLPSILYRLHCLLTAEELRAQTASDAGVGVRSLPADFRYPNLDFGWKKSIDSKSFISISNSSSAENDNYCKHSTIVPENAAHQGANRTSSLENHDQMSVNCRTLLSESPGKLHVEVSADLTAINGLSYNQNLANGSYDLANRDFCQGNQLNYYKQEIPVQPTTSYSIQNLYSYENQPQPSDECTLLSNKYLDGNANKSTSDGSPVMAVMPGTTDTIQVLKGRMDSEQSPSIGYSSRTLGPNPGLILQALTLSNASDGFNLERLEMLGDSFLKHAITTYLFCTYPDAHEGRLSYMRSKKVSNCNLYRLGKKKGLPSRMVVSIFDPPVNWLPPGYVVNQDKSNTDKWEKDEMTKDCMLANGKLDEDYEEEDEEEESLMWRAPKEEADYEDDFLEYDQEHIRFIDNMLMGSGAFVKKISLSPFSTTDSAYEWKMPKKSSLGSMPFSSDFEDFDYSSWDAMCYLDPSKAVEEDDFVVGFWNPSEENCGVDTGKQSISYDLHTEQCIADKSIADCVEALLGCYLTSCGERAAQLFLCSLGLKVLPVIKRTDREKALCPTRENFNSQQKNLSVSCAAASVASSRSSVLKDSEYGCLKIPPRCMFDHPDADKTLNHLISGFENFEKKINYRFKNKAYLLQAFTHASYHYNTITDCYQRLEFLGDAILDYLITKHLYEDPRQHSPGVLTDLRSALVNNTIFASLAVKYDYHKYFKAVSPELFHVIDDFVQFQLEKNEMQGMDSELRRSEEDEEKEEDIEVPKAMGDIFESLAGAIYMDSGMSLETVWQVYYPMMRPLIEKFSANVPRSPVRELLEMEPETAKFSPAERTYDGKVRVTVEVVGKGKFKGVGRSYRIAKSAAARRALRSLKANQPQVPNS
Active calls of the source: *.

SMILES	Dicer processing
COCCCNC1=C(C#N)C(=O)NC(c2ccc(O)c(OC)c2)S1 (configuration not stated)	1.3
CC(=O)O[C@]1(C(C)=O)CC[C@H]2[C@@H]3C=C(C)C4=CC(=O)CC[C@]4(C)[C@H]3CC[C@@]21C	87
COCCOC(=O)C1=C(C)NC2=C(C(=O)CC(C)(C)C2)C1c1ccc(O)cc1 (configuration not stated)	0.95
O=C(c1ccc2c(c1)OCCO2)c1ccccc1Br	-0.96
CCCCSc1nc2ccccc2c(=O)[nH]1	0.24
COc1ccccc1NC(=O)Nc1c(SC)nsc1SC	-0.75
CCOc1cc(C2c3c(oc4ccc(C)cc4c3=O)C(=O)N2Cc2ccccc2)ccc1O (configuration not stated)	-0.16
Cc1cc(C)nc(N2C(=O)CC(Cc3ccc(Cl)cc3)C2=O)n1 (configuration not stated)	0.15
COC(=O)C1=NNC2C(=O)N(c3ccc(F)cc3)C(=O)C12 (configuration not stated)	1.8
O=C(OC(CN1CCCCC1)CN1CCCCC1)c1ccccc1	-1.3
Cc1cc(NC(=O)c2cc3cccc([N+](=O)[O-])c3[nH]2)ccc1F	-0.6
CC(=O)Nc1ccc(S(=O)(=O)N2c3ccccc3NC(=O)CC2C)c(Cl)c1 (configuration not stated)	-0.18
Cc1cccc(Nc2nc(-c3ccncc3)cs2)n1	2.1
COc1ccc(-c2cnc(NCc3cccc(Br)c3)n2C)cc1	0.84
CCc1ccc(C2CC(=O)NC(SCc3ccccc3)=C2C#N)cc1 (configuration not stated)	2
Oc1ccc(/C=N/NC(=S)NC2CC3CCC2C3)cc1 (configuration not stated)	24*
CCn1c(N2CCOCC2)nc2c1c(=O)[nH]c(=O)n2C	-0.43
COc1ccc(-c2c(Br)sc(S(C)(=O)=O)c2C#N)cc1	-1.2
CN(Cc1cnc2nc(N)nc(N)c2n1)c1ccc(C(=O)NC(CCC(=O)O)C(=O)O)cc1 (configuration not stated)	-0.71
c1ccc2cc(-c3nc(-c4ccncc4)no3)ccc2c1	0.28

Next section, starting with the last 5 of the part before.
SMILES	Dicer processing
Oc1ccc(/C=N/NC(=S)NC2CC3CCC2C3)cc1 (configuration not stated)	24*
CCn1c(N2CCOCC2)nc2c1c(=O)[nH]c(=O)n2C	-0.43
COc1ccc(-c2c(Br)sc(S(C)(=O)=O)c2C#N)cc1	-1.2
CN(Cc1cnc2nc(N)nc(N)c2n1)c1ccc(C(=O)NC(CCC(=O)O)C(=O)O)cc1 (configuration not stated)	-0.71
c1ccc2cc(-c3nc(-c4ccncc4)no3)ccc2c1	0.28
O=c1[nH]c2cc3ccccc3cc2nc1-c1ccccc1NCc1ccccc1	0.02
CCOC(=O)c1cc(-c2ccccc2)sc1NC(=S)N1CCN(c2ccccc2)CC1	1.1
COC(=O)c1[nH]c2c(c1C)C(=O)CCC2	0.98
NC(=O)C1=CN(C(=O)Nc2ccccc2)CCC1C(F)(F)F (configuration not stated)	-0.77
c1ccc2[nH]c(NCCN3CCOCC3)nc2c1	-0.76
S=C(CCC(=S)Nc1ccc(Cl)cc1)Nc1ccc(Cl)cc1	2.5
COc1ccc(NC2CC(=O)N(c3ccc(OC(C)=O)cc3)C2=O)cc1 (configuration not stated)	1.3
CS(=O)(=O)N(CC(=O)O)c1ccc2c(c1)OCO2	-0.21
CCc1ccc(C2C(C(=O)OCC3CCCO3)=C(C)NC3=C2C(=O)CC(C)(C)C3)cc1 (configuration not stated)	7*
COc1c(Cl)cc([N+](=O)[O-])c(OC)c1C(=O)O	-0.66
Cc1ccc(S(=O)(=O)NNc2ncnc3c2cnn3C)cc1	0.55
CC1CN(c2nc3ccccc3nc2SCC(=O)NC2CCCC2)CC(C)O1 (configuration not stated)	1.7
CCOC(=O)C1=C(C)N(c2ccccc2)C(=O)C1	2
S=c1[nH]nc(NCCc2ccc(Cl)cc2)s1	3.3*
O=C(CN1CCc2ccccc21)NN1CC(=O)N(c2ccc(Cl)cc2)CC1=O	1.3
COc1ccc(-c2cc3nc(C)cc(C)n3n2)cc1	1.1
COc1ccc(C2OC(=O)C(=O)/C2=C(\O)c2ccc(Cl)cc2)cc1 (configuration not stated)	-0.79
Cc1ccc(S(=O)(=O)OC2=C(C#N)CCN(S(=O)(=O)c3ccc(Cl)cc3)c3cc(Cl)ccc32)cc1	-0.89
O=C1NCCN1CCNC(=S)NC1CC1	-2.4
CCC(Nc1nc(-c2ccccc2)nc2ccccc12)C(=O)O (configuration not stated)	-1.1

Four of the compounds above, as a markdown table:
| Molecule | Dicer processing |
| --- | --- |
| S=C(CCC(=S)Nc1ccc(Cl)cc1)Nc1ccc(Cl)cc1 | 2.5 |
| COc1ccc(NC2CC(=O)N(c3ccc(OC(C)=O)cc3)C2=O)cc1 (configuration not stated) | 1.3 |
| CS(=O)(=O)N(CC(=O)O)c1ccc2c(c1)OCO2 | -0.21 |
| CCc1ccc(C2C(C(=O)OCC3CCCO3)=C(C)NC3=C2C(=O)CC(C)(C)C3)cc1 (configuration not stated) | 7* |

More compounds.
SMILES	Dicer processing
CCOC(=O)c1ccc2nc(C(F)(F)F)cc(NC3CCN(Cc4ccccc4)CC3)c2c1	-3.1
CCOc1nc(-c2ccc(Cl)cc2)ccc1-c1noc(-c2ccco2)n1	-0.63
Cc1nnsc1C(=O)OCCN(C)c1ccc(C#N)cn1	-0.84
CCOC(=O)c1sc(N2C(=O)c3oc4ccccc4c(=O)c3C2c2ccccc2F)nc1C (configuration not stated)	0
Cc1c(/C=C/c2ccnc(SCC(=O)Nc3ccccc3)n2)sc2ccccc12	2.2
O=S(=O)(Nc1ccccc1C(F)(F)F)c1cccs1	0.1
COC(=O)c1sccc1NC(=O)CC1C(=O)NCCN1C(=O)Nc1ccc(OCc2ccccc2)cc1 (configuration not stated)	-0.3
FC(F)(F)COc1ccc(-c2nnc(SCc3ccccc3)o2)cn1	-0.56
CCc1ccn2cc(-c3ccc(C)cc3)nc2c1	1.6
O=C(CC1(O)C(=O)Nc2ccccc21)c1ccco1 (configuration not stated)	1.4
Cc1c(S(=O)(=O)c2ccccn2)c(N)n(Cc2ccccc2Cl)c1C	-0.52
N#CCCn1[nH]c(-c2ccccc2)cc1=O	-6.7
CC1Cc2cc(/C(O)=C3/C(=O)C(=O)N(CCN(C)C)C34C(=O)N(C)c3ccccc34)ccc2O1 (configuration not stated)	4.4*
CCOC(=O)C1=C(C)Nc2ncnn2C1c1ccncc1 (configuration not stated)	-0.4
COC(=O)c1c(SC)nc(-c2ccccc2)[nH]c1=O	-0.73
CCCCc1c(C)nc2nc(C)[nH]n2c1=O	-0.69
CCn1c(N2CCCCC2)nc2c1c(=O)[nH]c(=O)n2C	0.06
c1ccc2c(c1)nc(NCc1ccncc1)n2CCN1CCOCC1	2.5
Cc1cccn2cc(-c3cccc(S(=O)(=O)N4CCCC(C)C4)c3)nc12 (configuration not stated)	0.53
O=C(Nc1cccc(Cl)c1)Nc1ccc2nnsc2c1	1.4
COCCOC(=O)c1c(C)oc2ccc(OCc3ccc(Br)cc3)cc12	-0.23
CC(=O)Oc1cc2c(C(=O)NC3CCS(=O)(=O)C3)c(C)oc2c2ccccc12 (configuration not stated)	-7.3
Fc1ccc(C2C3CCc4ccccc4C3=NN2C(=S)NC2CCCCC2)cc1 (configuration not stated)	0.02
O=C1CCN(c2cc(C(F)(F)F)nc3cc(Cl)cc(Cl)c23)CC1	0.34
O=C(Cn1cnc2c(cnn2-c2ccccc2)c1=O)c1ccc(Cl)cc1	-0.65
O=C(CSc1nc(-c2ccccc2)cc(C(F)(F)F)n1)Nc1ccc2c(c1)OCO2	0.02
COC(=O)c1c(-c2c(Cl)cccc2Cl)noc1NC(=O)NCc1ccccn1	0.85
CSc1c(C#N)c(N)nc2sc(C(=O)c3ccccc3)c(N)c12	-2.5
O=C1CC(N2CCN(CCO)CC2)C(=O)N1c1ccccc1 (configuration not stated)	-1.3
COc1cc(NC(=O)N2c3ccccc3Sc3ccccc32)cc(OC)c1	0.44
O=C1/C(=C/c2cccs2)COC/C1=C\c1cccs1	4.2*
O=C1CCC(=O)N1CNc1ccc(C(F)(F)F)cc1	0.65
Cn1c(=O)c2c(nc(NCC3CCCO3)n2Cc2cccc(Br)c2)n(C)c1=O (configuration not stated)	-1.3
c1ccc(-n2cnc3cc(NCc4ccccn4)ccc32)cc1	2.6
Cc1nc(-c2nnc(-c3ccc(Cl)cc3)o2)c(C(F)(F)F)o1	-1.4
CC12CN3CC(C)(CN(C1)C3c1cc(Br)ccc1O)C2 (configuration not stated)	0.72
Cc1cc2nc(C(F)(F)F)cc(C)n2n1	-0.06
O=c1oc(COc2ccc(Cl)cc2Cl)nc2ccccc12	-0.37
Cc1cc(S(=O)(=O)/N=C(\N)c2ccc(C(N)=O)cc2)cc(C)c1F	0.24
COc1ccc(-c2nnc3c4ccccc4c(C)nn23)cc1S(=O)(=O)N1CCCC1	5.5*

Shown field by field: entries from further up
Cc1cc2nc(C(F)(F)F)cc(C)n2n1
  Dicer processing: -0.06
O=c1oc(COc2ccc(Cl)cc2Cl)nc2ccccc12
  Dicer processing: -0.37

Other structures.
SMILES	Dicer processing
c1ccc(-c2cc(Sc3nnc(-c4ccncc4)o3)n3ncnc3n2)cc1	-0.41
COCCOC(=O)C1=C(C)NC2=C(C(=O)CC(c3ccc(Cl)cc3)C2)C1c1ccc(C)cc1 (configuration not stated)	1.3
CC(C)NC(=O)OCc1noc(-c2ccc(Cl)cc2)n1	0.2
COc1ccc(-c2ccnc3c(-c4ccc(F)cc4)c(C)nn23)cc1OC	-0.1
CC(C)(C)c1csc(=S)n1CCc1ccc(Cl)cc1	1.5
CCn1c(N)c(C(=O)NCC2CCCO2)sc1=S (configuration not stated)	0.39
Cn1c(NCCO)nc2c1c(=O)n(Cc1ccc(F)cc1)c(=O)n2C	-0.69
C=CCc1nc(C)c(CC(=C)C)c(=O)[nH]1	0.74
COC(=O)c1c(-c2snnc2C)n[nH]c1C	-0.99
CNCCC(Oc1ccc(C(F)(F)F)cc1)c1ccccc1 (configuration not stated)	-0.1
O=C(O)/C(=N/Nc1ccccc1O)c1ccccc1	1.5
COc1cccc(C2=NN(S(C)(=O)=O)C(c3cn(-c4ccccc4)nc3-c3cccs3)C2)c1 (configuration not stated)	-0.43
COC(=O)c1ccc(C2C(Oc3ccccc3)C(=O)N2CCc2ccc(F)cc2)cc1 (configuration not stated)	0.51
Cn1c(=O)c2c(N3CCOCC3)cc(=O)n(C)c2n(C)c1=O	-0.02
Cc1nc2cc(CO)ccc2n1-c1ccccc1	-1.1
CCSCCOC(=O)C1=C(C)NC2=C(C(=O)CC(c3ccccc3)C2)C1c1ccc(N(C)C)cc1 (configuration not stated)	1.6
CCCc1c(O)nc(SCCC(=O)O)[nH]c1=O	1.8
C=CCSc1nc(N)c(C(=O)Nc2ccccc2)cc1C(N)=O	0.17
COc1ccc(CCNC(=O)OC(C)(C)C(C)=O)cc1OC	0.06
O=C(OCc1ccc(Cl)cc1)c1cnc(Nc2ccc(F)cc2)nc1C(F)(F)F	-0.16
C#CCN1C(=O)C(O)(CC(=O)c2ccc(-n3cccc3)cc2)c2cc(Br)ccc21 (configuration not stated)	1.9
O=C(Cn1c(=O)n(-c2ccccc2)c(=O)c2cc(-c3ccccc3)sc21)c1cccs1	-0.98
O=S(=O)(c1ccccc1)N1CCSC1c1ccc(Cl)cc1 (configuration not stated)	-1
COc1ccccc1N1CCN(S(=O)(=O)CC23CCC(CC2=O)C3(C)C)CC1 (configuration not stated)	-2
CC(=O)O[C@@H]1[C@H]2OC(C)(C)O[C@H]2O[C@@H]1C1COC(C)(C)O1 (some centres not stated)	-2.5
COC(=O)C1CSC(c2ccc(Cl)cc2)=CC1N(C)C (configuration not stated)	-0.13
COc1ccc(NC(=S)N2CCc3sccc3C2c2ccc(OC)cc2)cc1 (configuration not stated)	-0.28
FC(F)(F)c1cc(NC(=S)N/N=C/c2c(-c3ccc(Cl)cc3)[nH]c3ccccc23)cc(C(F)(F)F)c1	2.6
CSC1=N/C(=C\c2cc(Br)ccc2OCC(=O)O)C(=O)S1	0.79
CS/C(Nc1ccccc1)=C(/C#N)S(=O)(=O)c1ccc(C)cc1	1.4
O=C(Nc1ccc2ccccc2n1)c1ccccc1	-2
O=C(O)C1CCNCC1	-1.7
C=C(C)Cc1c(COC)nc(SCC(=O)C(C)(C)C)[nH]c1=O	1.8
N#CCCN(C(=O)c1ccccc1Cl)C1CCCCC1	-0.52
Cc1cc(C(C)(C)C)cc(C)c1N1C(=O)CC(Sc2ccc(Cl)cc2)C1=O (configuration not stated)	-2.5
CNc1nc(Oc2ccc(=O)n(C)n2)nc(N2CCOCC2)n1	2.5
O=S(=O)(c1ccccc1)N1CCSC1c1ccco1 (configuration not stated)	0.36
COC(=O)Oc1cncc(C(=O)O)c1	0.35
CCCCCn1c(=O)c2c(nc3n2CCN3c2ccc(OC)cc2)n(C)c1=O	-0.84
O=C1CCN(Cc2ccccc2)C(=O)N1c1ccccc1	0.03

The closing 4 compounds of the part above open the next one:
SMILES	Dicer processing
O=S(=O)(c1ccccc1)N1CCSC1c1ccco1 (configuration not stated)	0.36
COC(=O)Oc1cncc(C(=O)O)c1	0.35
CCCCCn1c(=O)c2c(nc3n2CCN3c2ccc(OC)cc2)n(C)c1=O	-0.84
O=C1CCN(Cc2ccccc2)C(=O)N1c1ccccc1	0.03
COc1cccc(Cl)c1NC(=O)N1CCc2c([nH]c3ccccc23)C1C(F)(F)F (configuration not stated)	1.4
Cc1noc(/C=C/c2ccccc2OCc2ccc(F)cc2)c1[N+](=O)[O-]	0.23
CC(=O)CC(c1ccccc1)c1c(O)c2ccccc2oc1=O (configuration not stated)	0.01
COCCOC(=O)C1=C(C)NC2=C(C(=O)CC(c3ccccc3Cl)C2)C1c1ccc(C)o1 (configuration not stated)	-0.93
Cc1ccc(-c2nc(NC(=O)C3CC3)sc2C)cc1Cl	2

This is a subset. The share of hits here may be higher or lower than overall.
